Screening data from PubChem.
AmpC detergent: AmpC beta-lactamase inhibition with detergent present; Potency, µM (highest dose often 114 µM), for the others: at the top dose activity change, negative = inhibition, actives largely listed as inhibitors; AmpC hydrolysis of nitrocefin, absorbance 480 nm, 0.01% Triton; hit rate 0.041% among 370,000;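 further: potency means the concentration at half of the fitted maximal effect; 0% = no-compound wells and -100% = no-enzyme wells; nearly all actives have a fitted effect of over 25% in size; some results filed as inactive show a strong effect at the top dose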
Target sequence (P00811 whole entry, looked up): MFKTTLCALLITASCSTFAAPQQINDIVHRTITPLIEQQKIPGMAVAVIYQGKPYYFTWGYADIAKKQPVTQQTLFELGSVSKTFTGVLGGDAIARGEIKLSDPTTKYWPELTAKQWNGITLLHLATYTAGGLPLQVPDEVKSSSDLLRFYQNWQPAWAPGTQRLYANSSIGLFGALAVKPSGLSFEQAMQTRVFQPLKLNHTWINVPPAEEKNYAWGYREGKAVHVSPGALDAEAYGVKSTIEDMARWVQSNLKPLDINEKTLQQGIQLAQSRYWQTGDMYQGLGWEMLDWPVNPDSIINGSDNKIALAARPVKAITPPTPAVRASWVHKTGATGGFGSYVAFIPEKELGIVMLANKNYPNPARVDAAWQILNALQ
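20 mM phosphate pH 7.0 + 0.01% (detergent screen) or 0.0001% Triton X-100; 5.3 nM AmpC reagent; cpd preinc 15 min RT; nitrocefin (800 uM stock) to start; A480 q20 s × 4 min; Activity was normalised to no-enzyme and no-compound control wells.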
LmPK inh: LmPK (Leishmania mexicana) enzyme inhibition. purified LmPK, Kinase-Glo ATP luminescence, 1 h. hit rate 0.37% among 290,000. Potency, µM (highest dose often 57.5 µM), without a hit: top-dose activity change, negative = inhibition, usual class: inhibitors. Q27686; further: potency means the concentration at half of the fitted maximal effect
Target sequence (Q27686 whole entry, looked up): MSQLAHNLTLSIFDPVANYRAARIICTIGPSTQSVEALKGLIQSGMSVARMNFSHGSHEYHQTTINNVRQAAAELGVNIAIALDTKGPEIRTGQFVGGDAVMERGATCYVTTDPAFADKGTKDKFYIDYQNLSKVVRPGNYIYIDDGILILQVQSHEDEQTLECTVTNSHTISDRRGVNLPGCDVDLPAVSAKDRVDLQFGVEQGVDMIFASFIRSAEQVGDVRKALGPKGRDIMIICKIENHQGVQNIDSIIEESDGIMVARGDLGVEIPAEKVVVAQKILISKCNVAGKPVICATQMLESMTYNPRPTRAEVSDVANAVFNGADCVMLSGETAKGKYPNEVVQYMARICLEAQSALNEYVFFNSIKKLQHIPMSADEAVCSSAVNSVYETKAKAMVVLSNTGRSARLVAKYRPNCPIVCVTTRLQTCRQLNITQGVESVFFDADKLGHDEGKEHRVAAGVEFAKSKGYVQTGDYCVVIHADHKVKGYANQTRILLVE
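Purified LmPK (0.1 nM) with 0.5 mM PEP and 0.1 mM ADP in imidazole buffer pH 7.2 with MgCl2/KCl, 1 h at room temperature. ATP formed was read by luciferase luminescence and normalized to no-enzyme and uninhibited controls.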
AMA1-RON2 inh: inhibitors of Plasmodium falciparum AMA1-RON2 interaction; AlphaScreen AMA1-biotinylated RON2 peptide binding; Potency, µM (doses to about 58.2 µM), inactives show at the highest dose activity change, negative = inhibition, actives largely listed as inhibitors; hit rate 0.2% among 360,000; AID 720542;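 further: potency means the concentration at half of the fitted maximal effect; 0% = vehicle wells and -100% = peptide control; nearly all actives have a fitted effect of over 45% in size; some results filed as inactive show a strong effect at the top dose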
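AMA1 (3D7) with his tag at 25 nM final met compounds first, then biotinylated RON2 peptide at 25 nM; detection used donor plus acceptor beads, 10 µg/mL apiece, read by AlphaScreen after 30 min at room temperature.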
HCMV antiviral: blocks human cytomegalovirus replication | hit rate 4.5% among 410,000 | HFF cells, HCMV-luciferase reporter, 72 h; active compounds read low | activity change, negative = inhibition, % at 57.5 µM | AID 1259415; in the data active means activity change below about -60%; inconclusive means no clear call, values can overlap the other calls; inactive means above about -39%
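Compounds were evaluated in HFFs infected with an HCMV luciferase reporter virus (MOI 1 PFU/cell). Luciferase in lysates collected 72 h post infection served as the replication measure.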
AmpC inh no detg: blocks E. coli AmpC beta-lactamase in detergent-free assay; P00811; AmpC nitrocefin hydrolysis, absorbance 480 nm, 0.0001% Triton; Potency, µM (top dose mostly 57.1 µM), for inactives: top-dose activity change, negative = inhibition, actives largely listed as inhibitors; hit rate 0.52% among 330,000;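 further: potency means the concentration at half of the fitted maximal effect; plate controls were no compound for no effect and no enzyme for full effect; nearly all actives have a fitted effect of over 20% in size; some results filed as inactive show a strong effect at the top dose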
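AmpC (5.3 nM in the dispensed reagent) in 20 mM phosphate pH 7.0 with 0.01% (detergent screen) or 0.0001% Triton X-100 was preincubated with compounds for 15 min at room temperature. Nitrocefin was then added from an 800 uM solution, and hydrolysis was followed at 480 nm.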
TbPYK inhibitor: T. brucei pyruvate kinase inhibition; Q57TT1; TbPYK enzyme, Kinase-Glo Plus ATP luminescence, 45 min; Potency, µM (top dose mostly 76.8 µM), for the others: top-dose activity, negative = inhibition, most hits filed as inhibitors; hit rate 0.12% among 410,000; further: potency means the concentration at half of the fitted maximal effect; nearly all actives have a fitted effect of over 50% in size
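ADP (130 uM final) triggers the TbPYK reaction after compound addition; incubation is 45 min at room temperature. Kinase-Glo Plus is then added and luminescence imaged. Normalized data are fitted to concentration-effect curves.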
HCV inhibitor: blocks hepatitis C virus; hit rate 3.4% among 340,000; AID 651820; Potency, µM (highest dose often 41.8 µM), for inactives: at the top dose activity change, negative = inhibition, usual class: inhibitors; Huh7.5.1 HCVcc-Cre infection, luciferase reporter, 44 h; further: potency means the concentration at half of the fitted maximal effect
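Infectious HCV cell culture screen: compound-treated cells (1,000/well, pre-plated 4 h) are infected with HCVcc-Cre at roughly 0.5 moi and grown 44 h. Infection is quantified by luciferase signal after 15 min substrate incubation at room temperature.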
An asterisk follows results filed as active; ? = inconclusive; . = no result given; & = joins results of further samples; [ ] = another dose, or the depositor's remark. Unless noted, the call rests on the fitted dose curve; in most records, active means well fitted curve in the direction sought with a large enough effect; inconclusive means small, poorly fitted or top-dose-only effect, or another doubt; inactive means no such curve, though single readings can be large; an effect the other way counts as inactive or inconclusive. Unless noted, on the % scale 0 is the no-effect control and ±100 the full control effect.

SMILES	AmpC detergent	LmPK inh	AMA1-RON2 inh	HCMV antiviral	AmpC inh no detg	TbPYK inhibitor	HCV inhibitor
COc1ccc(C)cc1S(=O)(=O)N1CCC(C(=O)NCCC2=CCCCC2)CC1	-4%	6%	-7%	41	149%[activator]	-13%	-9%
CCC(=O)N1CCc2cc(Br)cc(S(=O)(=O)CCC(=O)NCCc3ccc(OC)c(OC)c3)c21	15%	.	.	8	.	-16%	.
O=S(=O)(NCC1CN(S(=O)(=O)c2c(F)cccc2F)C1)c1ccc2c(c1)OCCO2	-6%	.	.	-62*	-24%	-5%	.
COC(=O)C1CCN(S(C)(=O)=O)CC1	-2%	6%	-11%	7	-14%	-8%	18%
O=C(CN1C(=O)C2CC=CCC2C1=O)Nc1ccc(S(=O)(=O)Nc2ncccn2)cc1 (stereo not drawn)	0%	6%	0%	-7	0%	-2%	23%
Cc1cccc(N2CCN(S(=O)(=O)c3ccc4[nH]c(=O)c(=O)[nH]c4c3)CC2C)c1 (stereo not drawn)	-24%	6%	.	.	-34%	.	.
Cc1nc(C)n(CC(=O)c2ccc(Cl)cc2Cl)n1	0%	-3%	-20%	-19	-3%	-4%	-10%
COC(=O)C(O)(c1ccc(NC(=O)NC2CCCCC2)cc1)C(F)(F)F (stereo not drawn)	?	-1%	-5%	-3	-37%	3%	13%
N/C(=N\OC(=O)c1cc(-c2ccccc2)nc2ccccc12)c1ccccn1	-3%	-3%	49%[activator]	-32	-7%	-5%	?
C[C@@H]1CCCCO[C@@H](CN(C)S(=O)(=O)c2cccs2)[C@@H](C)CN([C@H](C)CO)C(=O)c2cc(NS(=O)(=O)c3ccccc3)ccc2O1	.	.	-9%	-34	.	-4%	.
CCOC(=O)N1CCN(c2nnc(-c3ccc(C)cc3)c3ccccc23)CC1	-1%	3%	-14%	?	71%[activator]	5%	?
CCCc1nnc(SCC(=O)Nc2ccc3c(c2)OCCO3)n1CCOC	-13%	-2%	-11%	-14	-15%	5%	-11%
CCCc1[nH]n(-c2ccc(F)cc2)c(=O)c1C=Nc1ccc(C)cc1	-4%	1%	16%	-39	-28%	-2%	?
Cc1ccc(OCC(O)CN2CCN(CC(O)COC(C)C)CC2)c(C(C)(C)C)c1 (stereo not drawn)	-14%	-7%	0%	-19	178%[activator]	7%	?
Cc1[nH]c2ccc(F)cc2c1CCN(Cc1ccncc1)C(=S)Nc1ccc(F)cc1	1%	8%[11.5 µM]	24%	-24	-18%	0%	-26%
CC(=O)N1CCCc2cc(S(=O)(=O)N3CCCC(C(=O)Nc4ccc(C)cc4C)C3)ccc21 (stereo not drawn)	-2%&3%	8%	-11%	21&9	-1%	6%&1%	6%
Cc1ccc(C(=O)N/C(=C\c2ccc(-c3ccc(Br)cc3)o2)C(=O)NC2CCS(=O)(=O)C2)cc1 (stereo not drawn)	-9%	12%	-5%	-16	153%[activator]	-7%	?
O=C(NCCc1ccccc1)c1ccc(S(=O)(=O)N2CCCCC2)cc1	.	.	-3%	45	.	4%	.
Cc1ccccc1CC(=O)Nc1cccc(S(=O)(=O)N2CCCC2)c1	7%	.	-1%	-17	-23%	-21%	-10%
CCN(CC)S(=O)(=O)c1ccc(N2CCOCC2)c(NC(=O)CC23CC4CC(CC(Br)(C4)C2)C3)c1	-2%	0%	2%[11.6 µM]	23	-4%	0%	-17%&1%

By substructure, the entries above containing bromine
SMILES	AmpC detergent	LmPK inh	AMA1-RON2 inh	HCMV antiviral	AmpC inh no detg	TbPYK inhibitor	HCV inhibitor
CCC(=O)N1CCc2cc(Br)cc(S(=O)(=O)CCC(=O)NCCc3ccc(OC)c(OC)c3)c21	15%	.	.	8	.	-16%	.
Cc1ccc(C(=O)N/C(=C\c2ccc(-c3ccc(Br)cc3)o2)C(=O)NC2CCS(=O)(=O)C2)cc1 (stereo not drawn)	-9%	12%	-5%	-16	153%[activator]	-7%	?
CCN(CC)S(=O)(=O)c1ccc(N2CCOCC2)c(NC(=O)CC23CC4CC(CC(Br)(C4)C2)C3)c1	-2%	0%	2%[11.6 µM]	23	-4%	0%	-17%&1%

Next section:
SMILES	AmpC detergent	LmPK inh	AMA1-RON2 inh	HCMV antiviral	AmpC inh no detg	TbPYK inhibitor	HCV inhibitor
CCN(C(=O)c1cn(-c2ccc(OC)cc2)c(=O)c2ccccc12)c1cccc(Cl)c1	-3%	.	.	?	.	-4%	.
CN1c2ccccc2C(O)=C(C(=O)Nc2ccccc2)S1(=O)=O	7%	0%	7%	9	-28%	-5%	7%
CCN1C[C@]2(C)CC[C@H](O)[C@]34C1[C@H](C[C@H]23)[C@@]1(O)C[C@H](OC)[C@H]2C[C@@H]4[C@@H]1C2O (stereo partly drawn)	0%	.	-17%	109	-15%	-6%	22%
Cc1cc(N2CCCCCC2)n2nc(C)c(-c3ccccc3)c2n1	?	-1%	16%	31	-6%	9%	?
Cc1ccc(NC(=O)CN2C(=O)COc3ccc(S(=O)(=O)N4CCCC4)cc32)c(C)c1	-1%	0%	-5%	2	-13%	2%	-16%
CNC(=O)/C(C#N)=c1\s/c(=C/C(=O)OC)c(=O)n1-c1ccccc1	?	4%	47%[activator]	21	-27%	1%	-9%
CCOC(=O)c1sc(NC(=O)CN2C(=O)NC3(CC(C)CC(C)(C)C3)C2=O)c(C(=O)OCC)c1C (stereo not drawn)	0%	8%	15%	-19	-15%	-7%	5%
CCc1ccc(CNC(=O)c2cc3n(n2)CCCN(Cc2ccccc2)C3=O)cc1	21%	.	.	-1	.	2%	.
O=C(COC(=O)c1ccc(O)cc1)NCc1ccc2c(c1)OCO2	-15%	4%	-5%	-27	-44%	-1%	4%
CC(C)C[C@@H](CN1CCCC1CN1C(=S)NC[C@@H]1Cc1ccccc1)N1C[C@H](Cc2ccccc2)N(CC2CCCCC2)C1=S (stereo partly drawn)	.	.	30%	-10	.	-11%	.
O=C(O)CCCn1cc(NC(=O)COc2ccc(F)cc2F)cn1	3%	0%	7%	4	1%	-1%	.
CC(C)(C)OC(=O)C[C@H]1C/C=C\C[C@H](CC(=O)N(CCO)Cc2ccccc2)C(=O)NCCOC1=O	.	.	9%	-10	137%[activator]	-3%	-12%
COc1ccc(C(=O)c2sc3nc(-c4ccc(F)cc4)ccc3c2N)cc1	16%	.	.	-24	.	1%	.
Cc1ccc(Nc2ncnc3c2oc2ccccc23)cc1	?	-3%	-10%	81	-29%	0%	-20%
COc1ccc(NC(=O)c2cc(-c3ccc(C)o3)nc3ccccc23)c(OC)c1	.	.	-16%	-19	.	-19%	10µM*
Cc1cccc(C)c1NCc1n[nH]c(=S)n1-c1ccccc1	-11%	3%	89%[activator]	4	6%	?	13%
O=C(CSc1ncnc2c1oc1ccccc12)c1cccs1	4%	2%	-3%	88	-26%	-5%	20%
COc1ccccc1C(=O)NNC(=S)NC(=O)c1cc(OC)c(OC)c(OC)c1	5%	3%	111%[activator]	122	-24%	-24%	?
O=C1C=C(c2ccc3[nH]ccc3c2)C[C@@H](c2ccc(Cl)cc2)C1	8%	.	0%	-9	-4%	5%	?
CC(=O)N[C@@H](CC(=O)N[C@H](CCC(=O)O)C(=O)O)C(=O)O	?	.	-8%	-19	2%	3%	9%

Structures above that contain a tert-butyl group (2):
SMILES	AmpC detergent	LmPK inh	AMA1-RON2 inh	HCMV antiviral	AmpC inh no detg	TbPYK inhibitor	HCV inhibitor
Cc1ccc(OCC(O)CN2CCN(CC(O)COC(C)C)CC2)c(C(C)(C)C)c1 (stereo not drawn)	-14%	-7%	0%	-19	178%[activator]	7%	?
CC(C)(C)OC(=O)C[C@H]1C/C=C\C[C@H](CC(=O)N(CCO)Cc2ccccc2)C(=O)NCCOC1=O	.	.	9%	-10	137%[activator]	-3%	-12%

Next section
SMILES	AmpC detergent	LmPK inh	AMA1-RON2 inh	HCMV antiviral	AmpC inh no detg	TbPYK inhibitor	HCV inhibitor
CC1CCN(C(=S)c2ccc3c(c2)OCO3)CC1	8%	7%	-9%	-23	-5%	2%	8%
O=C(COC(=O)CSc1nnc(-c2ccc(Cl)cc2)o1)NCc1ccc2c(c1)OCO2	-3%	-9%	3%	?	-3%	3%	-2%&7%
Cc1cc(C#N)c(C)c(SCc2[nH]nc3c2C(c2ccccc2)C(C#N)=C(N)O3)n1 (stereo not drawn)	?	11%	36%[activator]	0	-47%	.	-10%
COc1cc(OC)cc(C(=O)NCCSCc2ccco2)c1	1%	8%	.	6	-30%	.	?
CN(C)c1ccc(CN2CCc3nc(N4CCN(c5ccccn5)CC4)ncc3C2)cc1	-3%	.	.	-29	.	-3%	.
Cc1ccc(SCCNC(=O)C(CO)(CO)CO)cc1	-2%	0%	-9%	52	-6%	7%	15%
O=c1nc(Nc2ccc([N+](=O)[O-])cc2)[nH]c(=O)[nH]1	-1%	-7%	1%	-18	-5%	-3%	15%
CCOc1ccc2nc(N3CCCN(C(=O)Nc4ccccc4C)CC3)c(C#N)cc2c1	-10%	0%	133%[activator]	-28	14%	-2%	?
CC(=O)c1ccc(OCCCC(=O)NC2CCC(C)CC2)cc1 (stereo not drawn)	0%	7%	-18%	-32	1%	-6%	-17%
CN(CC(=O)Nc1cccc(F)c1)C(=O)c1cn(-c2ccccc2)nc1-c1ccccc1	?	4%	-1%	-34	-10%	4%	-3%
Cc1c(C(=O)N2CCOCC2)c(S(=O)(=O)Nc2ccc(OC(F)(F)F)cc2)c(C)n1C	-7%	13%	-8%	-33	132%[activator]	5%	11%
COc1ccc(-c2csc(NC(=O)C3CSC4(C)CCC(=O)N34)n2)cc1OC (stereo not drawn)	-10%	.	0%	?	3%	8%	?
Cc1ccc(-n2nnc3c(=O)n(CC(=O)NCC4CCCO4)cnc32)cc1 (stereo not drawn)	-6%	1%	8%	32	-5%	2%	.
CCC1(c2ccccc2)SC(=O)NC1=O (stereo not drawn)	.	.	-5%	-22	.	-5%	31%[activator]
CCO[C@H]1c2c(ccc3ccc(=O)oc23)OC(C)(C)[C@H]1O	.	.	0%	13	-13%	-7%	40%[activator]
O=C(c1ccc(S(=O)(=O)N2CCCC2)cc1)N1CCCc2ccccc21	-6%	-6%	5%	-1	3%	-9%	-5%
Cc1cc2nc(-c3nnnn3-c3c(C)cccc3C)c(=O)[nH]c2cc1C	.	.	-4%	-12	.	-1%	.
O=C(OCC(=O)N1CCCCCC1)c1ccc(S(=O)(=O)N2CCOCC2)cc1	3%	2%	19%	-3	78%[activator]	3%	8%
CC12CCC(=O)N1C(C(=O)NNC(=O)COc1cccc(C(F)(F)F)c1)CS2 (stereo not drawn)	-13%	.	45%[activator]	-5	-4%	-10%	14%
COc1ccc(C(=O)N/C(=C/c2cccc3ccccc23)C(=O)NCCc2c[nH]c3ccccc23)cc1OC	-2%	1%	-12%	5	28%	8%	-13%
